Source: PubChem BioAssay
Vif-A3F inh: Vif-A3F binding inhibition; HeLa A3F-eYFP + Vif (tagged APOBEC3F with the HIV-1 protein that degrades it), YFP fluorescence increase; Potency, µM (top dose mostly 46.1 µM), inactives show at the top dose activity, negative = active; hit rate 0.2% among 390,000; AID 602313; also: potency is read from the fitted curve at half-maximal effect; % of control where 0% means no effect; nearly all actives have a fitted effect of over 65% in size
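HeLa cells stably expressing A3F-eYFP plus Vif, plated and incubated overnight at 37 deg C, then exposed to compounds overnight at 37 deg C. Blocked degradation read as raised yellow fluorescence (Ex 488/Em 500-530).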
GRP78 ERSR act: induces the endoplasmic reticulum stress response in human glioma cells; U87-MG GRP78 promoter luciferase reporter, 16 h; Potency, µM, without a hit: top-dose activation, actives largely listed as activators; hit rate 0.02% among 420,000; AID 602332; also: potency is read from the fitted curve at half-maximal effect; series mostly up to about 76 µM; % of control where 0% means no effect; nearly all actives have a fitted effect of over 35% in size
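Stably transfected U87-MG human glioma cells carrying a GRP78-based luminescent sensor were seeded at 1000 cells/well, pin-dosed with compounds and incubated 16 h. Luciferase reagent was then added, and end-point luminescence was read after 10 min at room temperature.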
PI4K2A inh: blocks human PI4K2A kinase activity. Q9BTU6. purified PI4K2A, ADP-Glo luminescence, 1 h; stronger effect = lower value. activity change, negative = inhibition, % at 76.9 µM. hit rate 0.13% among 420,000; in the data active = activity change below about -50%; inconclusive = mostly about -30% to -49%;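 also: -100% = wells without enzyme as full effect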
Target sequence (Q9BTU6 whole entry, looked up): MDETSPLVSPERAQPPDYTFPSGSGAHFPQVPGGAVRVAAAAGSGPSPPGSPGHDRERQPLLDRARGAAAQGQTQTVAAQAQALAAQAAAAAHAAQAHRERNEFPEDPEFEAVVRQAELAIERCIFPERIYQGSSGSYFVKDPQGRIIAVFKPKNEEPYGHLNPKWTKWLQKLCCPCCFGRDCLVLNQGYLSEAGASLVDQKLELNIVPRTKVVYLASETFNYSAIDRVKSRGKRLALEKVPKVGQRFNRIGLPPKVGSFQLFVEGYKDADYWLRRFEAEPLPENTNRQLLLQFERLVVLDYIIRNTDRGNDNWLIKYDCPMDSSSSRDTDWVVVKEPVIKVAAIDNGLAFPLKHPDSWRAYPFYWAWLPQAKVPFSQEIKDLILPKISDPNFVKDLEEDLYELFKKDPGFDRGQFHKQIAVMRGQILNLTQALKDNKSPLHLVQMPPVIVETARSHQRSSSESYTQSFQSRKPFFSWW
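PI4K2A activity was measured by ADP-Glo luminescence: enzyme (4 ug/mL stock) and phosphatidylinositol (1.2 mM stock) in Tris pH 7.5/MgCl2/EGTA/Triton X-100 buffer were reacted with ATP (300 microM stock) for one hour at ambient temperature.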
RXFP1 agonist: agonists of human relaxin receptor RXFP1 | Q9HBX9 | HEK293T-RXFP1 cAMP TR-FRET, 30 min; response scale: percent of porcine relaxin response, buffer zero | Potency, µM (titrated, usually from 57.5 µM), for the others: at the highest dose activation, hits mostly activators | hit rate 0.3% among 370,000 | AID 2676; also: potency is read from the fitted curve at half-maximal effect; % is scaled to controls: 0 for no effect and ±100 for the full control effect; nearly all actives have a fitted effect of over 60% in size; many of its hits are not listed in these tables
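cAMP rise read by TR-FRET after 30 min, 37C compound exposure (up to 58 uM) in RXFP1-transfected HEK293 cells with Ro 20174 present. EC50 from Hill-equation fits, with 29 nM porcine relaxin as 100% and buffer as basal.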
LDHA block: inhibitors of human lactate dehydrogenase A. purified LDHA, NADH/diaphorase-resazurin fluorescence; stronger effect = lower value. hit rate 0.15% among 480,000. AID 1347041. activity change, % (values are at about 110 or 230 µM); in the data active = activity change below about -30%; inconclusive = mostly about -25% to -30%;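 also: plate controls were DMSO wells for no effect and wells without enzyme for full effect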
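Human LDH5 at 2 nM final in Tris HCl pH 7.4 with 0.06 mM NADH and 0.2 mM pyruvate, reacted 5 minutes at room temperature. Remaining NADH coupled via diaphorase/resazurin; resorufin fluorescence read at 0 and 20 minutes, normalized to enzyme-free and DMSO wells.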
TrxR1 substrate: rat thioredoxin reductase 1 substrate activity | purified TrxR1 substrate turnover, NADPH consumption readout | hit rate 0.01% among 390,000 | Potency, µM (top dose mostly 114 µM), for inactives: at the highest dose activity change, negative = substrate turnover | O89049; also: potency is read from the fitted curve at half-maximal effect; % is scaled to controls: 0 for no effect and ±100 for the full control effect; nearly all actives have a fitted effect of over 50% in size
Target sequence (O89049 whole entry, looked up): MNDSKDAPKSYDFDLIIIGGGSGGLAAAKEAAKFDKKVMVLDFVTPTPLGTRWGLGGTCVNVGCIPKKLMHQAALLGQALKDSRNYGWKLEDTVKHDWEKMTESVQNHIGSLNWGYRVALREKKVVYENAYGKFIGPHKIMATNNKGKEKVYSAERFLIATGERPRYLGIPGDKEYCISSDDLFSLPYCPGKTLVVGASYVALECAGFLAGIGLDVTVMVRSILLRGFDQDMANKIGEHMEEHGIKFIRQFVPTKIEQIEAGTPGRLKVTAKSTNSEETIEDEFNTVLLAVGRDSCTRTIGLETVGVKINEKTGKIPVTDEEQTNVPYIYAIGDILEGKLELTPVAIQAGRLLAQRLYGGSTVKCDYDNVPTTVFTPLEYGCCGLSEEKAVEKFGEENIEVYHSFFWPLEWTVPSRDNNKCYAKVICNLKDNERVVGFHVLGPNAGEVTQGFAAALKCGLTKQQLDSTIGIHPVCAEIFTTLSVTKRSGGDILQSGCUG
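Rat TrxR1, dispensed at 90 nM, was prereduced with 400 uM NADPH (final) for 5 min at ~22 deg C, then incubated with compound 15 min before 400 uM selenite. A first-read NADPH fluorescence drop versus no-compound background flagged substrates.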
Vif-A3G inh: Vif-A3G binding inhibition | Q9HC16 | HeLa A3G-eYFP + Vif (tagged APOBEC3G with the HIV-1 protein that degrades it), YFP fluorescence, overnight | Potency, µM (highest dose often 46.1 µM), for the others: at the top dose activity, negative = active, usual class: inhibitors | hit rate 0.076% among 410,000;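 also: potency is read from the fitted curve at half-maximal effect; % is scaled to controls: 0 for no effect and ±100 for the full control effect; nearly all actives have a fitted effect of over 60% in size; hits raise eYFP signal because A3G escapes Vif-driven loss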
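HeLa cells stably expressing Vif and C-terminally eYFP-tagged A3G, seeded overnight at 37 deg C, then exposed to compound by pintool overnight at 37 deg C. Rise in yellow fluorescence (Ex 488/Em 500-530, Acumen) marks blocked Vif-driven A3G degradation.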
USP1 inh: blocks the human USP1/UAF1 deubiquitinase complex | Potency, µM (titrated, usually from 57.1 µM), without a hit: at the top dose activity change, negative = inhibition, hits mostly inhibitors | hit rate 0.23% among 390,000 | AID 743255 | recombinant USP1/UAF1, Ub-Rhodamine cleavage fluorescence; also: potency is read from the fitted curve at half-maximal effect; % is scaled to controls: 0 for no effect and ±100 for the full control effect; nearly all actives have a fitted effect of over 60% in size; inactives centre near -12
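Step one: compound is pinned into 1nM USP1/UAF1 in HEPES pH 7.8 buffer with TCEP. Step two: 15 min room-temperature incubation. Step three: Ub-Rho (150nM final) starts cleavage, tracked by fluorescence over six one-minute reads.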
IDH1 R132H inh: inhibitors of human mutant IDH1 R132H | O75874 | IDH1-R132H enzyme, NADPH consumption, diaphorase/resazurin fluorescence | Potency, µM (titrated, usually from 76.6 µM), inactives show at the top dose activity change, negative = inhibition, usual class: inhibitors | hit rate 0.093% among 390,000 | AID 602179; also: potency is read from the fitted curve at half-maximal effect; % is scaled to controls: 0 for no effect and ±100 for the full control effect; nearly all actives have a fitted effect of over 65% in size
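IDH1-R132H (0.5 ug/mL dispensed) in pH 7.5 Tris buffer was preincubated 30 min with compound, then given a substrate mix of 0.016 mM NADPH and 2 mM alpha-KG for 80 min at room temperature; remaining NADPH was read by diaphorase/resazurin fluorescence.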
* hit, by the source's call; ? = inconclusive; · = no result given; & = joins results of further samples; [ ] = dose if it differs, or a comment. Unless noted, calls follow the shape of the dose curve; as a rule, active = well fitted curve in the direction sought with a large enough effect; inconclusive = small, poorly fitted or top-dose-only effect, or another doubt; inactive = no such curve, though single readings can be large; an effect the other way counts as inactive or inconclusive.

SMILES	Vif-A3F inh	GRP78 ERSR act	PI4K2A inh	RXFP1 agonist	LDHA block	TrxR1 substrate	Vif-A3G inh	USP1 inh	IDH1 R132H inh
CCN(CCCNC(=O)CSc1cc(=O)n(C)c2cc(Cl)ccc12)c1ccccc1	1%	-2%	2	2.7%	-8	0%	4%	-20%	13%
Cc1ccc(NC(=O)C2CCN(C(=O)c3ccccc3C)CC2)nc1	8%	-3%	2	-0.1%	-5	-5%	0%	-15%	5%
O=C(O)c1cccc(Sc2cc(Cl)ccc2C(=O)O)c1	-5%	-4%	-13	-0.2%	8	1%	6%	-5%	-13%
Cc1ccc(OCC(=O)NC(=S)Nc2ccc(Br)c(C)n2)cc1	-8%	-3%	-4	2.4%	-4	-1%	0%	7%	-5%
C=CCN(CC(O)c1cccc([N+](=O)[O-])c1)C(C)CCc1ccccc1 (stereo not drawn)	-4%	-5%	-1	0.7%	-1	-6%	-1%	-6%	5%
c1ccn2c(SCc3cn4ccsc4n3)nnc2c1	-7%	-6%	-3	-0.2%	-1	3%	-1%	-19%	2%
C=CCNC(=O)/C(C#N)=C/c1ccc(C(=O)O)cc1	-11%	-3%	-3	-0.3%	-2	-6%	0%	-17%	3%
CCCNC(=O)c1ccc2c(c1)ncn2-c1ccc(C)cc1C	4%	2%	0	-0.1%	-1	-1%[57.1 µM]	-1%	-24%	-6%
CCCc1nnc(SCC(=O)Nc2ccccc2Cl)n1CC1CCCO1 (stereo not drawn)	5%	-5%	-3	-0.6%	-8	5%[57.1 µM]	2%	-3%	7%
NC(C(=O)O)C1ON=C(Cl)C1O (stereo not drawn)	8%	-6%	2	·	3	8%[11.4 µM]	2%	-25%	4%
Cc1cc(C)c(NC(=O)CN(C)S(=O)(=O)c2ccc3c(c2)CCC(=O)N3)c(C)c1	-8%	-1%	0	1.3%	-5	2%	1%	-6%	-5%
COC(=O)[C@@H]1C[C@@H]2CC[C@@H](O)C[C@@H]2N1Cc1ccc(C(F)(F)F)cc1	0%	-4%	2	3.1%	1	-5%	6%	-7%	-9%[38.3 µM]
Cc1ccc(NC(=O)C2CC(=O)N/C(=N/N=C/c3ccco3)S2)cc1 (stereo not drawn)	3%	-2%	0	2.0%	-4	-8%	1%	-4%	-1%
CCCNC(=S)Nc1ccc(CC(=O)OC)cc1	-12%	-3%	2	-1.4%	-3	-2%	-7%	-23%	10%
COc1ccc(N(C(=O)c2ccncc2)S(=O)(=O)c2cccs2)cc1	5%	1%	-1	1.1%	-17	-2%	0%	-7%	1%
C=CCn1c2ccccc2c(=O)c2cc(C#Cc3ccccn3)ccc21	3%	2%	1	0.3%	0	197%[activator]	-5%	?	24%
S=C(NCc1ccco1)N1CCN(Cc2ccco2)CC1	2%	-2%	4	-0.3%	-17	6%	6%	-25%	4%
O=C1c2ccccc2C(=O)N1c1ccc(O)cc1	·	-4%	·	·	5&-3	-1%	1%	·	·
Cc1ccc(S(=O)(=O)N(C)C)cc1NC(=O)COC(=O)/C=C/c1cnc2ccccc2n1	0%	0%	2	5.0%	-1	-4%	0%	-20%	0%
O=C(/C=C/c1c(Cl)cccc1Cl)NCCCn1ccnc1	3%	-3%	3	·	-2	-14%[57.1 µM]	-6%	-15%	7%
COc1ccc(S(=O)(=O)N(CC(=O)NN=C2CCN(C)CC2)c2ccc(C)cc2)cc1OC	3%	-3%	2	-0.7%	-5	-2%	1%	2%	-3%
CCc1nc2ccc(C(=O)N3CCN(C(C)=O)CC3)cn2c1N(CC)C(C)=O	·	-2%	-2	·	-3	·	-2%	·	·
O=C(CSc1ccc2c(c1)OCCO2)Nc1ccc(Br)cn1	?	0%	1	3.9%	0	-4%	-5%	-23%	11%
O=C(NCC(c1ccco1)N1CCCC1)c1ccccc1F (stereo not drawn)	11%	2%	0	1.3%	-1	-2%	-1%	-22%	4%
CC(C)n1cc(CN2CCC(Oc3ccc(C(=O)N4CCCCC4)cc3)CC2)cn1	2%	-4%	6	0.8%	-7	2%	1%	-7%	-5%

Next section; it opens with the 6 that closed the last part.
SMILES	Vif-A3F inh	GRP78 ERSR act	PI4K2A inh	RXFP1 agonist	LDHA block	TrxR1 substrate	Vif-A3G inh	USP1 inh	IDH1 R132H inh
O=C(/C=C/c1c(Cl)cccc1Cl)NCCCn1ccnc1	3%	-3%	3	·	-2	-14%[57.1 µM]	-6%	-15%	7%
COc1ccc(S(=O)(=O)N(CC(=O)NN=C2CCN(C)CC2)c2ccc(C)cc2)cc1OC	3%	-3%	2	-0.7%	-5	-2%	1%	2%	-3%
CCc1nc2ccc(C(=O)N3CCN(C(C)=O)CC3)cn2c1N(CC)C(C)=O	·	-2%	-2	·	-3	·	-2%	·	·
O=C(CSc1ccc2c(c1)OCCO2)Nc1ccc(Br)cn1	?	0%	1	3.9%	0	-4%	-5%	-23%	11%
O=C(NCC(c1ccco1)N1CCCC1)c1ccccc1F (stereo not drawn)	11%	2%	0	1.3%	-1	-2%	-1%	-22%	4%
CC(C)n1cc(CN2CCC(Oc3ccc(C(=O)N4CCCCC4)cc3)CC2)cn1	2%	-4%	6	0.8%	-7	2%	1%	-7%	-5%
Cn1nc(C(=O)OCCN2C(=O)c3ccccc3C2=O)c2ccccc2c1=O	3%	-4%	5	-0.8%	-2	4%	0%	-20%	9%
O=C(Nc1cccc(-c2nnc(-c3ccccc3)o2)c1)C1CCCCC1	0%	-3%	-10	0.1%	-2	20%	1%	-9%	15%
c1ccc(CC2CCN(Cc3nc(-c4ccccc4)no3)CC2)cc1	2%	-1%	10	-0.1%	-1	9%	-3%	-13%	-1%
Cc1nn(Cc2ccc(C(=O)NC(C)(C)C)o2)c(C)c1Br	-13%	-1%	-2	0.4%	2	-6%	1%	-6%	2%
CCn1c(SC)nnc1-c1nn(-c2ccccc2)ccc1=O	-5%	5%	-3	1.3%	-9	4%	0%	1%	5%
O=C(NCc1ccncc1)c1cccc(NS(=O)(=O)c2ccc(F)c(F)c2)c1	3%	-5%	-3	1.7%	-3	-9%	0%	-10%	10%
NC(=O)Cc1ccc(C(=O)CSc2nnc(-c3ccncc3)n2C2CC2)s1	-2%	-3%	?	·	2	-5%	3%	-16%	-8%
CCn1cc(S(=O)(=O)CC(=O)Nc2ccc(C)cc2)c2ccccc21	1%	-4%	3	-2.3%	-10	-6%	-7%	-9%	2%
Cc1ccc(Nc2nc3ccccc3c(=O)s2)cc1C	2%	-5%	0	-0.2%	0	-7%	2%	5%	-4%
CCc1c(C)sc(NC(NC(C)=O)(C(=O)OC)C(F)(F)F)c1C#N (stereo not drawn)	-14%	-4%	-4	4.7%	-9	0%	1%	-6%	-4%
Cn1nnnc1SCCNC(=O)C1CCC(=O)N(Cc2ccc(Cl)cc2)C1 (stereo not drawn)	-16%	-6%	-5	-0.4%	-2	-11%	0%	3%	-2%
Cc1ccccc1OCC(=O)Nc1ccccc1C(=O)NC1CC1	9%	7%	-5	4.3%	-3	-7%[57.1 µM]	-3%	-17%	10%
CCCOc1ccc(N2C(=O)CC(NCCNc3ccc([N+](=O)[O-])cn3)C2=O)cc1 (stereo not drawn)	1%	-3%	0	2.5%	0	-8%	-2%	3%	1%
CC(=O)c1ccc(S(=O)(=O)N2CCC(Oc3ccc(-n4cnnn4)cc3)CC2)cc1	3%&0%	-5%&-4%	2&1	1.0%&4.7%	-3&-10	-1%&3%	-1%&1%	-22%&12%	-8%&6%
COc1cccc(-c2csc(NC(C)=O)n2)c1	0%	-2%	-3	-1.1%	-6	7%[57.1 µM]	-4%	-6%	-3%
COc1cc(OC)c(NC(=O)CCc2nc(-c3ccc(C)cc3)no2)cc1Cl	6%	2%	-2	1.2%	1	-9%[57.1 µM]	-3%	-29%	8%
CC[C@]12c3[nH]c4cc(-c5ccco5)ccc4c3CCN1C(=O)[C@@H](CC(=O)NCCc1ccccn1)C[C@@H]2C(=O)N1CCN(C(=O)c2ccco2)CC1	8%	-1%	-7	·	-1	8%	-4%	-27%	-8%
N#Cc1c(-c2ccccc2)nc(SCc2cccc(C(F)(F)F)c2)[nH]c1=O	-9%	-3%	1	13%	-6	1%[57.1 µM]	-5%	-23%	0%
COc1cc(/C=N/O)ccc1Oc1cnccn1	2%	-5%	4	0.6%	0	3%	-4%	-4%	-1%
Cn1c(=O)c2c(nc(CN3CCN(c4ccc(F)cc4)CC3)n2Cc2ccccc2F)n(C)c1=O	-11%	-3%	0	-1.9%	-9	-9%	1%	0%	4%
CCCCn1c(N)c(N(CC(C)C)C(=O)c2ccc(N(C)S(=O)(=O)c3ccc(C)cc3)cc2)c(=O)[nH]c1=O	-2%	-6%	0	-0.1%	-4	3%	0%	-19%	-2%

Only part of the results is shown; count on the stated rates, not on these rows.
